# PGC1a acetyl inh – inhibitors of PGC1a acetylation signal, primary screen, cell-based, U2OS, AlphaScreen, inhibitor mode. inhibition, % at 15.6 µM. 350,000 compounds, 0.17% hits. AlphaScreen anti-acetyl-lysine; with virally co-expressed GCN5 acetyltransferase. AID 651687, 2012;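 active means every replicate shows inhibition of at least 40%; inconclusive means mean inhibition at least 40% but some replicate below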;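 further: 0% = neutral control wells and 100% = positive control wells; some results beyond the cut were filed as inactive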
# LGR2 antag – inhibitors of bursicon-induced LGR2 CRE-luciferase signal, primary screen, cell-based, HEK293, CRE-luciferase reporter, bursicon stimulation | inhibition, % at 9.99 µM | 380,000 compounds, 0.35% hits | bursicon-stimulated, 4 h;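 active means drop in luminescence signal, shown as inhibition above about 50% in the replicate tests, limit read from the data, passing the limit was not always enough; inconclusive means probably only some replicates passing the limit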;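 further: agonist challenge used bursicon conditioned medium at about half maximal strength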
# Active calls of the source: *; ? = inconclusive; / = no result given. Not all compounds are listed. The share of hits here may be higher or lower than overall.
SMILES,PGC1a acetyl inh,LGR2 antag
CC(C)c1ccc(C(CC(=O)c2ccc(Cl)cc2)C(=O)O)cc1 (centres undefined),5.1,/
CCn1c(NC(=O)c2ccc(C)cc2)c2ccccc2nc1=O,-3.4,/
Cc1ccc(NC(=O)C2SC(=Nc3ccccc3)C(C(=O)Nc3ccc(Cl)cc3)=C2N)cc1 (centres undefined),4.8,/
COc1cccc(C2=NC(C)(C)NC(c3ccccc3O)C2)c1 (centres undefined),5.5,/
O=C(COc1ccccc1Cl)NNC(=O)C1CCCO1 (centres undefined),-5.6,/
CCOc1ccc(-c2cnc3n2CCC3)cc1,-8.4,/
Oc1[nH]c2ccccc2c1C=Nc1ccc2c(c1)OCCO2,-15.3,/
COc1ccccc1C(=O)n1nc(-c2ccccc2)nc1N,4.3,/
Cc1ccc(C2NC(=O)Cc3ccccc32)cc1 (centres undefined),-0.5,/
Cc1cc2ncn(-c3ncnc4sc(C)c(C)c34)c2cc1C,-6.3,/
CCOC(=O)N1CCN(C(=O)CNC(=O)c2nn(-c3ccc(OC)cc3)c(=O)c3ccccc23)CC1,-5.9,/
CCOC(=O)c1c(C)[nH]c(C(=O)C(C)Sc2ccc(Cl)cc2)c1C (centres undefined),-12.8,/
COC(=O)C1=C(N)Oc2cc(C)n(Cc3cccnc3)c(=O)c2C1c1ccccc1OC (centres undefined),-1.7,/
Cc1ccccc1-n1c(SCC(=O)c2cc(C)n(C)c2C)nnc1-c1cccnc1,-10.4,/
Cc1cc(=O)n2[nH]c(-c3ccc(F)cc3)cc2n1,-26.9,/
CCCn1c(O)c(CN2CCCCC2)c(C)c(C#N)c1=O,-0.3,/
Cc1ccc(NC(=O)Nc2cccs2)c(Cl)c1,-12.5,/
CCN1C(=O)/C(=C\N2CCCCCC2)SC1=S,-4.1,/
c1coc(-c2nc3nc4ccccc4n3nc2-c2ccco2)c1,-10.1,/
CN1/C(=C\C(=O)c2oc3ccccc3c2N)C(C)(C)c2ccccc21,86.9*,/

# With a hit mark in PGC1a acetyl inh, among the entries above:
SMILES,PGC1a acetyl inh,LGR2 antag
CN1/C(=C\C(=O)c2oc3ccccc3c2N)C(C)(C)c2ccccc21,86.9*,/

# Next section
SMILES,PGC1a acetyl inh,LGR2 antag
CC(=O)NS(=O)(=O)c1ccc(NC(=O)C(Sc2ccccc2)c2ccccc2)cc1 (centres undefined),5.2,/
CCCCCCN=CC1=C(O)C(C(=O)OC)C(C)(C)CC1=O (centres undefined),-3.5,/
O=C(NC1(O)C(=O)c2ccccc2C1=O)c1ccccc1,-5.2,/
CC(C)C(=O)Nc1ccc(N2CCCC2)cc1,0.1,/
FC(F)(F)c1nc2ccccc2n2c(-c3ccc(Cl)cc3)nnc12,7.3,/
CCOc1cccc(CNc2ccc(O)cc2)c1OCc1ccc(Cl)cc1,7.2,/
Clc1ccc(Cn2cc(/C=N/n3cnnc3)c3ccccc32)c(Cl)c1,3.9,/
Cc1csc(NC(=O)C2COc3ccccc3O2)n1 (centres undefined),6.9,/
CCc1ccc(/C=C/C(=O)c2c(C)cc(C)[nH]c2=O)cc1,-1.1,/
COc1ccc(Cl)cc1NC(=S)N1CCN(c2ccccn2)CC1,4.6,/
Cc1cc(SC(C)C(=O)Nc2c(C)n(C)n(-c3ccccc3)c2=O)nc2ccccc12 (centres undefined),-4.2,/
CC(C)CN(C(=O)COC(=O)C1c2ccccc2Oc2ccccc21)C1CCS(=O)(=O)C1 (centres undefined),10.3,/
O=C(COc1cccc(NC(=O)c2cccc([N+](=O)[O-])c2)c1)c1ccc(F)cc1,10.9,/
O=C(Nc1ccc(N2CCOCC2)cc1)c1cccnc1,-7.0,/
O=C(CSc1nnc(-c2ccccc2)n1Cc1ccco1)NCc1ccc2c(c1)OCO2,1.1,/
CSc1ccc(-c2nnn(Cc3ccc(C)cc3)n2)cc1,8.2,/
Clc1ccc(CSCCc2ccncc2)cc1,19.2,/
COc1ccc(/C=N/NC(=O)c2nn(-c3ccc(C)c(C)c3)c(=O)c3ccccc23)cc1,5.9,/
NC(=O)c1ccc(Cc2ncc(C(F)(F)F)cc2Cl)s1,-0.1,/
Cn1cc(C(=O)c2ccc(Cl)cc2Cl)cc1C(=O)N/N=C(\N)COc1ccc(F)cc1,-11.9,/
COc1cc(C2Nc3cccc4cccc(c34)N2)cc(OC)c1OC(C)=O,?,/
Brc1cccc(-c2n[nH]c(-c3ccccc3)n2)c1,2.9,/
O=C(CCn1ccc2ccccc21)NC1CCCc2ccccc21 (centres undefined),2.5,/
CC(C)CCC(C)N=Cc1c(O)n(Cc2ccccc2)c(=O)c2ccccc12 (centres undefined),-4.9,/
CCN1C(c2ccccc2)=C(c2ccccc2)S/C1=C\C=C1/SC(=S)N(C)C1=O,6.6,/
Cc1sc(NC(=O)CSc2nnc(COc3ccccc3)n2C)c(C#N)c1C,-7.4,/
COc1cccc(C(=O)N2CCN(CCCc3ccccc3)CC2)c1OC,/,-8.9
CCCCc1nc2ccccc2c(NC(=O)CN2CCN(C)CC2)c1CCC,/,7.2
C#CCn1cc(/C=N/Nc2nc3ccccc3[nH]2)c2ccccc21,/,-55.8
N=c1n(CC(=O)c2ccc([N+](=O)[O-])cc2)c2ccccc2n1Cc1ccc(Cl)cc1,/,-16.9
COCCCN(CCCN)Cc1ccco1,/,-12.3
CCOC(=O)c1nnn(-c2nonc2N)c1C,/,0.8
Cc1cc(C)n(CCC(=O)N/N=C/c2ccc(O)cc2)n1,/,1.9
COc1cc2cc(C(c3nnnn3C3CCCC3)N3CCCCCC3)c(=O)[nH]c2cc1OC (centres undefined),/,-6.9
O=[N+]([O-])c1ccc(N2CCN(CCO)CC2)cc1Sc1nc2ccccc2[nH]1,/,17.8
CN(Cc1ccccc1)C(=O)c1c[nH]c2ccc(S(=O)(=O)N3CCOCC3)cc2c1=O,/,-6.4
Cc1ccc2[nH]c(C(=O)O)c(NC(=O)c3ccccc3[N+](=O)[O-])c2c1,/,-3.5
Cn1cnnc1SCC(=O)N(Cc1ccc2c(c1)OCO2)C1(C(=O)NC2CCCCC2)CCCC1,/,4.7
O=C(CSc1nnc(-c2c[nH]c3ccccc23)o1)c1ccccc1,/,-36.7
COc1cc2cc(CN(CCO)S(=O)(=O)c3ccccc3Cl)c(=O)[nH]c2cc1OC,/,11.0

# 5 entries picked at random from those above:
SMILES,PGC1a acetyl inh,LGR2 antag
COc1cc(C2Nc3cccc4cccc(c34)N2)cc(OC)c1OC(C)=O,?,/
Cn1cc(C(=O)c2ccc(Cl)cc2Cl)cc1C(=O)N/N=C(\N)COc1ccc(F)cc1,-11.9,/
Cc1ccccc1-n1c(SCC(=O)c2cc(C)n(C)c2C)nnc1-c1cccnc1,-10.4,/
Cn1cnnc1SCC(=O)N(Cc1ccc2c(c1)OCO2)C1(C(=O)NC2CCCCC2)CCCC1,/,4.7
CCCCc1nc2ccccc2c(NC(=O)CN2CCN(C)CC2)c1CCC,/,7.2

# Entries of single compounds as entered above:
# `O=C(CSc1nnc(-c2c[nH]c3ccccc23)o1)c1ccccc1` across the screens: PGC1a acetyl inh: /; LGR2 antag: -36.7
# `CCCCc1nc2ccccc2c(NC(=O)CN2CCN(C)CC2)c1CCC` across the screens: PGC1a acetyl inh: /; LGR2 antag: 7.2

# Some of these compounds in order of SMILES length, ascending:
SMILES,PGC1a acetyl inh,LGR2 antag
COc1cccc(C(=O)N2CCN(CCCc3ccccc3)CC2)c1OC,/,-8.9
C#CCn1cc(/C=N/Nc2nc3ccccc3[nH]2)c2ccccc21,/,-55.8
CCN1C(c2ccccc2)=C(c2ccccc2)S/C1=C\C=C1/SC(=S)N(C)C1=O,6.6,/

# Next entries follow.
SMILES,PGC1a acetyl inh,LGR2 antag
Cc1ccc2nc(-c3ccc(SCC(=O)Nc4ccc5c(c4)OCCO5)nc3)[nH]c2c1,/,-17.3
Nn1c(SCC(=O)Nc2ccccc2F)nc2ccccc2c1=O,/,-2.3
CCOC(=O)c1c(NC(=O)CN2CCCc3ccccc32)sc(C(C)=O)c1C,/,-0.4
O=C(CNC(=O)c1ccccc1Cl)Nc1ccc(F)cc1,/,-7.4
c1ccc(NCC2OCc3ccccc3CO2)cc1,/,-30.4
O=C(Nc1nnc(C2CC2)s1)C1CC(=O)N(c2ccc3c(c2)OCCO3)C1 (centres undefined),/,7.5
CCOC(=O)CNC(=S)N(Cc1ccc(C)cc1)Cc1ccc(C)o1,/,19.6
Cc1ccccc1-c1ccc(=O)n(CC(=O)Nc2ccc(N3CCOCC3)cc2)n1,/,2.6
CN(C)CC/C=C1\c2cc(F)ccc2CSc2ccccc21,/,-0.6
Oc1[nH]c2c(Cl)cc(Cl)cc2c1N=NC(=S)NCC1CCCO1 (centres undefined),/,10.7
CC1(C)CCCN(C(=O)c2ccc3c(c2NCCO)C(=O)c2ccccc2C3=O)C1,/,0.4
O=C1CC(c2ccccc2Cl)CC(O)=C1C=Nc1ccccc1 (centres undefined),/,28.4
O=C(O)C1OC2OC3(CCCCC3)OC2C2OC3(CCCCC3)OC12 (centres undefined),/,1.5
C/C(=N\NC(=O)OC(C)(C)C)c1cccc([N+](=O)[O-])c1,/,-40.2
NC(=O)Cn1c(=O)n(Cc2ccco2)c(=O)c2c3c(sc21)CCCCC3,/,4.4
CN(CC(=O)Nn1cnnc1)S(=O)(=O)c1ccc(Br)cc1,/,16.7
Cc1ccccc1NC(=O)C(C)c1cccc(C(=O)c2ccccc2)c1 (centres undefined),/,4.0
CCCOc1ccc(N2C(=O)CC(N(Cc3ccc(OC)cc3)C(=S)Nc3ccccc3)C2=O)cc1 (centres undefined),/,-11.7
CC1CCN(C(=O)CCc2ccc(S(=O)(=O)NC(C)(C)C)cc2)CC1,/,1.1
CCOc1cc(C2C3=C(CCCC3=O)Nc3nc(C(=O)OC)nn32)ccc1OC (centres undefined),/,11.7
CCc1cccc(C)c1NC(=O)COC(=O)c1c2c(nc3ccccc13)/C(=C\c1cccs1)CCC2,/,-6.0
CCOC(=O)c1nn(-c2ccc(F)cc2)c2nc(Nc3ccccc3)cc(=O)n12,/,-0.2
CCCCOP(=O)(OCCCC)C(O)c1ccc(Br)cc1 (centres undefined),/,1.5
Cc1cccc(NC(=O)c2cc3n(n2)C(C(F)(F)F)CC(c2ccc4c(c2)OCO4)N3)c1 (centres undefined),/,-5.1
CCOC(=O)c1cc2sccc2n1CC(=O)N1c2ccccc2CC1C (centres undefined),/,8.1
O=C(NC1CCc2ccccc21)C1CCN(S(=O)(=O)c2ccc(Cl)cc2)CC1 (centres undefined),/,10.1
COc1cc(NC(C(=O)Nc2cccc(C(C)=O)c2)c2ccccc2)cc(OC)c1OC (centres undefined),/,2.5
Cn1ncc2c(N3CCN(c4ccccc4F)CC3)ncnc21,/,-13.7
O=C(CCCn1c(=O)c2sccc2n(CC(=O)NCc2ccco2)c1=O)NCc1ccco1,/,-27.4
Cc1cccc(-n2c(Cn3nc(C)c([N+](=O)[O-])c3C)n[nH]c2=S)c1,/,-4.0
Cc1ccc(/C=N/NC(=O)CSc2nc3ccccc3c(=O)n2-c2ccccc2C)s1,/,7.8
CN1CCC(N2CCCC(C(=O)O)C2)CC1 (centres undefined),/,-1.0
O=c1[nH]c(CSc2nnc(-c3ccccc3)n2C2CCCCC2)nc2ccccc12,/,26.7
O=C(CC1c2ccccc2Oc2ccccc21)Nc1ccccc1C(F)(F)F,/,13.7
Cc1nn(C)c(C)c1/C=C/C(=O)c1ccccc1,/,-1.5
Cc1nc2cc(NC(=O)N(C)c3ccc4ccccc4c3)ccc2o1,/,-3.4
Cc1cc(C(=O)NC2=NCCS2)cs1,/,18.6
CN1CCN(c2ccc(S(=O)(=O)N3CCCCC3)cc2NC(=O)Cc2ccc(Cl)cc2)CC1,/,4.9
CC1=NN(C(=O)Cc2ccc([N+](=O)[O-])cc2)C(O)(c2ccccc2)C1 (centres undefined),/,-3.5
COC(=O)c1c(C)[nH]c(C(=O)/C=C/c2cccc(Cl)c2)c1C,/,-64.3
CCOc1ccccc1NC(=O)CCN(c1ccc(C)cc1)S(=O)(=O)c1ccccc1,/,12.7

# Screening results from PubChem.
